HSF-1 act: HSF-1 activators, primary screen, NIH3T3-HGL cells, MG132 stress, luminescence, single point. NIH3T3-HGL HSF-1 luciferase reporter, 8 h; 100% = twice DMSO control signal. activation, % at 9 µM. 300,000 tested, 1.7% active;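 active = mean replicate activation of at least 50% with a set share of replicates each reaching 50%; inconclusive = only one of those two conditions met; inactive = mean below 50% and too few replicates reaching it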;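 note: 0% = median of the neutral control wells and 100% = twice that signal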
GSK3A inh: blockers of GSK3A enzyme activity – biochemical, luminescence, cell-free homogeneous, HTS, primary screen; Glycogen synthase kinase-3 alpha (Homo sapiens), P49840; GSK-3 alpha kinase, ADP-Glo luminescence, 60 min; inhibition, % at 10 µM; 320,000 tested, 0.1% active;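 in the data active = inhibition above about 50%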;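 note: GST-tagged GSK-3 alpha with peptide substrate and 25 µM ATP; 0% = DMSO neutral wells and 100% = GW8510 positive control wells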
Target sequence (P49840 whole entry, looked up): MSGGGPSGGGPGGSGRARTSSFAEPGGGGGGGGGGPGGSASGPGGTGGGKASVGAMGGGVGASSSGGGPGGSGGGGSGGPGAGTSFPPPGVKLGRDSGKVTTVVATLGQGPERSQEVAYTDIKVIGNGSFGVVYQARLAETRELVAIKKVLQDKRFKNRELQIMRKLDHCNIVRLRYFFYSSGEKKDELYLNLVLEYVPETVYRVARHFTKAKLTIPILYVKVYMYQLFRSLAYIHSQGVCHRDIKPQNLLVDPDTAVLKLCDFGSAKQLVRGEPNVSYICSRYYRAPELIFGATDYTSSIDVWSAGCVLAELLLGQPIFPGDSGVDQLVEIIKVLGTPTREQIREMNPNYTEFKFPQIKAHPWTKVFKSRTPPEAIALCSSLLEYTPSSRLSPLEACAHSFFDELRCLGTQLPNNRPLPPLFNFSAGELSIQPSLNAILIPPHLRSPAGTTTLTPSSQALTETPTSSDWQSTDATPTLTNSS
GSK3B inh: human GSK3beta kinase inhibitors, primary screen, biochemical, cell-free homogeneous, HTS; Glycogen synthase kinase-3 beta (Homo sapiens), P49841; GST-GSK3beta kinase, ADP-Glo luminescence, 60 min; active compounds read low; activity score (negative = inhibition), % at 10 µM; 300,000 tested, 0.038% active;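 active = more than half of replicate wells score below -50%, meaning over 50% inhibition versus plate controls; inconclusive = some replicates but at most half score below -50%; inactive = no replicate scores below -50%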;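 note: 0% = median DMSO wells and -100% = median GW8510 positive control wells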
Target sequence (P49841 whole entry, looked up): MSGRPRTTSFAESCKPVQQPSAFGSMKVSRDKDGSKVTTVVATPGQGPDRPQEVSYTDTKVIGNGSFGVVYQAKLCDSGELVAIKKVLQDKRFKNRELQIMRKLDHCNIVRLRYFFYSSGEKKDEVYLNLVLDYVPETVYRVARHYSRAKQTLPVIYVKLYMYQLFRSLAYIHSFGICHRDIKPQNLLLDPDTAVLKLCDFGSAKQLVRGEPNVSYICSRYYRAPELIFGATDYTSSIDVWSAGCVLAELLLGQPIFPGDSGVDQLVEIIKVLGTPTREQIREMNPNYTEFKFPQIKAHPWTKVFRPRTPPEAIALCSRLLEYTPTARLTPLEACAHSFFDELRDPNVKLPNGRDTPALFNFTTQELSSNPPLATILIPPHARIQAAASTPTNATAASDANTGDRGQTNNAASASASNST
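Test system: GST-fused GSK3beta enzyme, cell-free | Quantity: 1.6 ng GST-GSK3beta enzyme per well | Reagent: 25 µM ATP with peptide substrate | Schedule: 60 min enzyme reaction, room temperature | Signal: Luminescent ADP-Glo measurement of ADP formed | Read-out basis: Score relative to plate controls | Control set: DMSO and 20 µM GW8510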
PolyA inhibitor: polyadenylation inhibitors in yeast reporter cells, primary screen, luminescence, S. cerevisiae; S. cerevisiae SKY197-pL101 polyadenylation reporter, beta-gal luminescence; efflux-impaired pdr1/pdr3 knockout yeast; score 100 = 6 SD above DMSO; 300,000 tested, 0.02% active; AID 1875, 2009; calls only at 12 µM;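 active = lowest replicate activity score at least 50, where 100 means six control SD above control mean; inconclusive = lowest score under 50 but half or more replicates reach 50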;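 note: yeast exposed to compound for 9 h at 30 °C; higher score means more reporter readthrough which indicates perturbed polyadenylation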
HSF1 inh: HSF1 inhibitors in luciferase reporter cells, primary screen, cell-based, NIH3T3, luminescence | NIH3T3-HGL HSE-luciferase, MG132-induced, luminescence 8 h; active compounds read low | AID 2098, 2009 | 300,000 tested, 0.77% active | activity change, negative = inhibition, % at 7.5 µM (by protocol);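 active = more than half of replicate wells show activity change below -50%, luminescence cut by over half; inconclusive = some wells, but at most half, below -50%; inactive = no replicate well below -50%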;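 note: luciferase reports HSF-1 transcriptional activity via heat shock element; 0% = median of DMSO wells and -100% = zero luminescence signal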
HSP90 inh: HSP90 inhibitors, primary screen, cell lysate, luminescence. Heat shock protein HSP 90 (rabbit reticulocyte lysate; luciferase refolding). Rabbit reticulocyte lysate, luciferase refolding luminescence, 3 h. inhibition, % at 5.6 µM. 290,000 tested, 0.91% active. AID 1789, 2009;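 active = inhibition above the screen-wide mean plus 3 SD, computed separately per campaign, cut at about 16% in these data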;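 note: 0% = DMSO wells and 100% = 60 µM geldanamycin wells; inhibitors lower the luminescence because luciferase stays unfolded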
KLF5 inhibitor: KLF5 expression inhibitors, primary screen, DLD-1 cells, luminescence; DLD-1 KLF5 promoter-luciferase reporter; inhibition, % at 5 µM; 290,000 tested, 0.23% active;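 active = inhibition above a per-plate limit of that plate's mean compound inhibition plus 3 SD, cut at about 60% in these data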;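 note: 0% = DMSO wells and 100% = LY294002 at 200 µM; higher means less KLF5 promoter-driven luciferase light; inactives centre near -14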
AI-2 QS mod: Vibrio harveyi AI-2 quorum sensing modulators, primary screen, JMH597 strain, luminescence/OD600 ratio; Vibrio harveyi JMH597 AI-2 luminescence/OD600 ratio, 9 h; active compounds read low; strain lacks LuxN and CqsS sensors; 0 = neutral-control median; activity change, % at 7.5 µM; 300,000 tested, 0.4% active; in the data active = activity change below about -75%, passing the limit was not always enough; inconclusive = no clear call, values can overlap the other calls;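 note: luminescence divided by OD600 gain over 9 h not by final OD600 alone; inactives centre near 13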
IEC-6 tox: cytotoxicity in IEC-6 intestinal epithelial cells, primary screen, cytotoxicity control for KLF5 inhibitor project, cell-based, luminescence; IEC-6 cytotoxicity, luminescence viability; inhibition, % at 5 µM; 290,000 tested, 0.78% active; AID 1825, 2009; in the data active = inhibition above about 22%;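 note: 0% = plate median of test compound wells and 100% = cytotoxic reference compound wells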
aSyn 5UTR inh: MLPCN primary screen, SNCA 5' untranslated region; alpha-synuclein 5'UTR reporter, inhibitor activity; 300,000 tested, 0.82% active; inhibition, % (tested at 7.5 µM); in the data active = inhibition above about 60%; inconclusive = no clear call, values can overlap the other calls;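 note: H4 neuroglioblastoma cells stably carrying SNCA 5'UTR luciferase fusion; 0% = DMSO wells and 100% = positive control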
An asterisk follows results filed as active; i = inactive; ? = inconclusive; / = not tested or not shown. These rows are one share of the data; the hit share may differ from the screen's.

SMILES	HSF-1 act	GSK3A inh	GSK3B inh	PolyA inhibitor	HSF1 inh	HSP90 inh	KLF5 inhibitor	AI-2 QS mod	IEC-6 tox	aSyn 5UTR inh
CC(C)=CCN1CCN(Cc2cccnc2)CC1CCO (centres undefined)	-52	-4	1	i	-37	0	-20	12	-2	4
CC1CC(C)CN(S(=O)(=O)c2ccc(C(=O)N(c3ccccn3)C3CCCCC3)cc2)C1 (centres undefined)	-43	-2	-1	i	-26	0	-14	35	0	20
O=C(c1ccccc1)c1ccc2nc(-c3ccc(NC(=O)c4ccccc4Br)cc3)[nH]c2c1	-6	-3	1	i	-4	-2	-31	40	10	75*
O=[N+]([O-])c1cccc(S(=O)(=O)Nc2ccc(S(=O)(=O)NCC3CCCO3)cc2)c1 (centres undefined)	1	-2	4	i	-5	-5	-25	32	-9	-22
CC(C(=O)N(C1CC1)C1(C(=O)Nc2ccccc2)CCCC1)N1C(=O)c2ccccc2C1=O (centres undefined)	-1	1	-6	i	-2	2	-3	16	2	13
CSCCC(NC(N)=O)C(=O)NCc1ccc(Cl)cc1 (centres undefined)	-5	0	3	i	-6	1	-26	17	1	-8
Cc1ccc(C(=O)O/N=C(\N)c2ccccc2)c(Cl)c1	-83	15	-14	i	-81*	56*	-92	25	-7	85*
O=C(Nc1nccs1)C1CCCN(S(=O)(=O)c2cccc3cccnc23)C1 (centres undefined)	-5	/	1	i	-6	-4	-17	26	-4	14
Cc1ccc(NC(=O)c2ccc(C#CC3(O)CCCCC3)cc2)cc1C	7	-1	/	i	1	0	-12	/	1	6
NC(=O)CCCn1c(C(=O)c2ccc(Cl)cc2)c2ccc(C(F)(F)F)cc2[n+]1[O-]	13	-2	7	i	4	/	/	-5	/	-30
Cc1cc(C)nc(NC(=NCCc2c[nH]c3ccccc23)NC(=O)Nc2ccccc2)n1	12	0	3	i	3	-1	-5	33	2	16
CCC(=O)Nc1cccc(NC(=O)c2ccccc2Cl)c1	7	-1	1	i	2	4	-17	2	8	-18
CC(=O)Nc1ccc(S(=O)(=O)N2CCC(N3CCCCC3)CC2)cc1	-2	0	-4	i	1	-2	-1	15	1	-19
Cc1cc(C)c(C(=O)N(C)C2CCCN(Cc3ccccc3F)C2)o1 (centres undefined)	-8	-3	-3	i	-2	2	-20	0	7	9
O=C(Nc1ccc2c(c1)OCO2)c1noc2c1CCCCC2	24	2	0	i	3	13	-136	11	9	-39
CCC1=NN(C(=O)Cc2ccc([N+](=O)[O-])cc2)C(O)(C(F)(F)F)C1 (centres undefined)	6	-2	2	i	-3	6	-12	12	-2	-6
COC(=O)C1CCN(C(=O)c2cc(=O)[nH]c3ccccc23)CC1	-7	-2	-1	i	-3	3	-16	27	3	7
CCOC(=O)CC(=O)NC(CC(=O)OC)c1ccc(C(C)C)cc1 (centres undefined)	6	-2	0	i	-8	-2	-4	18	-5	-13
CC(=O)Nc1ccc(C(=O)NNC(=O)c2cccs2)cc1	4	1	1	i	-4	-1	-8	8	-9	-1
Cc1ccc(S(=O)(=O)N2CCN(C(=O)CCC(=O)N3CCc4ccccc43)CC2)cc1	21	0	-7	i	12	/	/	8	/	16
O=C(Cn1c2[n+](c3ccc(C(F)(F)F)cc31)CCCCC2)c1ccc2c(c1)OCCO2	9	1	0	/	-4	1	-26	39	-1	15
CNC(=S)NNC(=O)c1cccc(C(F)(F)F)c1	-2	-3	-4	i	1	2	-35	1	0	12
CCOC(=O)c1cnn(-c2ccccc2)c1-c1ccccc1	8	0	5	i	2	3	-26	-3	4	11
Cc1csc(NC(=O)c2ccccc2)n1	34	-4	-1	i	21	3	-151	9	-6	-57
Cc1ccc2c(CSc3nc4ccccc4c(=O)n3CCCO)cc(=O)oc2c1C	33	1	-2	i	18	-1	-13	-4	-2	9

Part of the list above in a different format.
smiles,HSF-1 act,GSK3A inh,GSK3B inh,PolyA inhibitor,HSF1 inh,HSP90 inh,KLF5 inhibitor,AI-2 QS mod,IEC-6 tox,aSyn 5UTR inh
CSCCC(NC(N)=O)C(=O)NCc1ccc(Cl)cc1 (centres undefined),-5,0,3,i,-6,1,-26,17,1,-8
Cc1ccc(C(=O)O/N=C(\N)c2ccccc2)c(Cl)c1,-83,15,-14,i,-81*,56*,-92,25,-7,85*
O=C(Nc1nccs1)C1CCCN(S(=O)(=O)c2cccc3cccnc23)C1 (centres undefined),-5,/,1,i,-6,-4,-17,26,-4,14
Cc1ccc(NC(=O)c2ccc(C#CC3(O)CCCCC3)cc2)cc1C,7,-1,/,i,1,0,-12,/,1,6
NC(=O)CCCn1c(C(=O)c2ccc(Cl)cc2)c2ccc(C(F)(F)F)cc2[n+]1[O-],13,-2,7,i,4,/,/,-5,/,-30
Cc1cc(C)nc(NC(=NCCc2c[nH]c3ccccc23)NC(=O)Nc2ccccc2)n1,12,0,3,i,3,-1,-5,33,2,16
CCC(=O)Nc1cccc(NC(=O)c2ccccc2Cl)c1,7,-1,1,i,2,4,-17,2,8,-18
CC(=O)Nc1ccc(S(=O)(=O)N2CCC(N3CCCCC3)CC2)cc1,-2,0,-4,i,1,-2,-1,15,1,-19
Cc1cc(C)c(C(=O)N(C)C2CCCN(Cc3ccccc3F)C2)o1 (centres undefined),-8,-3,-3,i,-2,2,-20,0,7,9
O=C(Nc1ccc2c(c1)OCO2)c1noc2c1CCCCC2,24,2,0,i,3,13,-136,11,9,-39
CCC1=NN(C(=O)Cc2ccc([N+](=O)[O-])cc2)C(O)(C(F)(F)F)C1 (centres undefined),6,-2,2,i,-3,6,-12,12,-2,-6

Remaining list, next part:
SMILES	HSF-1 act	GSK3A inh	GSK3B inh	PolyA inhibitor	HSF1 inh	HSP90 inh	KLF5 inhibitor	AI-2 QS mod	IEC-6 tox	aSyn 5UTR inh
Cc1ccccc1C(=O)NCC(=O)NNC(=O)CCN1CCN(c2ccccc2)CC1	-16	-1	1	i	-8	3	-19	1	8	7
CCc1cccc(CC)c1NC(=O)CN1CCN(S(=O)(=O)c2ccccc2)CC1	0	-4	1	i	-12	-4	5	4	-3	-1
COc1cccc(C2c3[nH]c4ccccc4c3CCN2Cc2cccc(C)n2)c1 (centres undefined)	5	/	3	i	2	-2	-8	22	-4	16
CN1C(=O)/C(=C/c2ccc(C(=O)NC3CCCC3)cc2)Oc2ccccc21	-17	-1	4	i	0	2	-11	1	-3	-48
O=[N+]([O-])c1ccccc1OCC(O)CN1CCN(CC(O)COc2ccccc2[N+](=O)[O-])CC1 (centres undefined)	-4	5	3	i	-9	1	-19	19	0	9
Cc1ccccc1C(=O)NC(=S)NCc1cccnc1	15	1	-3	i	-4	0	-7	22	4	2
O=C(NNC1CC(=O)N(c2ccc(F)cc2)C1=O)c1cccnc1 (centres undefined)	3	-1	2	i	-6	0	-9	30	-5	-6
CCOc1cc(C(=O)NC(=S)Nc2nc(C)cc(C)n2)cc(OCC)c1OCC	-7	0	1	i	-16	-2	-14	25	-5	3
CCCCC(C(=O)O)C(C)CC(=O)Nc1ccn(-c2ccccc2)n1 (centres undefined)	-5	-6	-2	i	-12	-2	-8	6	9	-9
Cc1ccccc1NC(=S)Nc1cccc([N+](=O)[O-])c1	24	-1	1	i	1	1	-1	11	-10	-28
O=C(NCc1cccs1)Nc1ccc(Cl)cc1	29	-3	4	i	18	0	-123	?	0	-99
O=C(Nc1ccccc1[N+](=O)[O-])C1=C(O)CCn2c1nc1ccccc12	12	-2	4	i	4	-6	-44	7	0	-15
CCC(C)(C)c1ccc(OCC(=O)N(C)C)c(C(C)(C)CC)c1	5	0	2	i	5	-2	-26	17	3	-3
CCNC(=O)C1Cc2ccccc2CN1S(=O)(=O)c1ccc(F)cc1 (centres undefined)	3	-1	-12	i	-5	-8	7	0	6	13
O=C(NNC(=O)c1ccc(S(=O)(=O)N2CCOCC2)cc1)c1ccccc1	6	-3	-3	i	-3	-5	-21	9	0	5
COc1ccccc1C(c1nnnn1C1CCCC1)N1CCN2CCCC2C1 (centres undefined)	-10	7	1	i	-13	-2	-10	-5	-1	8
Cc1ccccc1NC(=S)NC(=O)C1CCCCC1	0	1	4	i	5	4	9	12	3	-9
CCn1cnc2c1c(=O)n(CC(=O)NCC(F)(F)F)c(=O)n2Cc1ccccc1	0	-3	-2	i	-6	-2	-2	27	2	1
O=C(NCCOC(=O)c1ccc(C(=O)OCCNC(=O)c2cccnc2)s1)c1cccnc1	5	3	2	i	1	-10	-36	17	-3	0
O=C(O)C1CC(O)CN1c1nc(Cl)ccc1[N+](=O)[O-] (centres undefined)	27	0	-5	i	-1	4	-8	24	-9	-5
CC12CCC(C(=O)Nc3ccncc3)(CC1O)C2(C)C (centres undefined)	-7	-2	4	i	-2	-1	-10	12	-1	9
COc1ccc(N(C(C)C(=O)N/N=C(\C)C(C)(C)C)S(C)(=O)=O)cc1 (centres undefined)	46	-2	3	i	19	1	-15	22	-4	-24
O=C(NC(CO)Cc1ccccc1)c1ccccc1 (centres undefined)	10	-1	-5	i	-2	1	-41	20	1	-37

Source: PubChem
